14-3-3 Bad PPI – disrupts binding of bovine 14-3-3 zeta to phospho-Bad peptide. P63103. TR-FRET 14-3-3zeta/Dy647-pBad peptide displacement, 1 h. inhibition, % at 21.7 µM. hit rate 0.71% among 220,000. AID 781;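 active = inhibition above about 70%, limit read from the data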;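 also: 0% = full 14-3-3 plus peptide FRET controls and 100% = background without 14-3-3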
EP2 modulator – modulates human prostaglandin E2 receptor EP2 signaling. induction, % at 25 µM. EP2-expressing cells, cAMP HTRF FRET, PGE2 co-stimulation. hit rate 0.83% among 260,000;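 active = compounds whose cAMP rise, as percent of the full-agonist control response, exceeds 60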;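 also: rat C6 glioma line stably carrying human EP2 under a CMV promoter; the protocol text gives 20 µM as final concentration; 100% = response of wells given 1 µM PGE2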
Target sequence (P43116 whole entry, looked up): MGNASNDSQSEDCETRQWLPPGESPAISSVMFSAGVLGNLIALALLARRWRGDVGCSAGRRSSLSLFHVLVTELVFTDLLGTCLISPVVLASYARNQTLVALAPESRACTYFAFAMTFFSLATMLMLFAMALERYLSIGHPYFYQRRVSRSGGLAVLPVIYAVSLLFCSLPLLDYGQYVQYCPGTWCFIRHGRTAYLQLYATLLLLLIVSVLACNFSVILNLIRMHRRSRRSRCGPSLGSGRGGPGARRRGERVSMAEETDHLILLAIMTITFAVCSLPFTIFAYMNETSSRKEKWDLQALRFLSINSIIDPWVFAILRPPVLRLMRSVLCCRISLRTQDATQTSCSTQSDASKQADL
TRPML3 ag – agonists of human TRPML3 channel. Q8TDD5. HEK293 TRPML3-YFP, Fluo-8 calcium fluorescence; 100% = the carbachol control signal. activation, % at 3 µM. hit rate 0.29% among 220,000;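 active = activation above its plate's cutoff, the mean activation of the plate's test wells plus 3 SD, cut at about 12% in these data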;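 also: 0% = DMSO only wells and 100% = carbachol wells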
Target sequence (Q8TDD5 whole entry, looked up): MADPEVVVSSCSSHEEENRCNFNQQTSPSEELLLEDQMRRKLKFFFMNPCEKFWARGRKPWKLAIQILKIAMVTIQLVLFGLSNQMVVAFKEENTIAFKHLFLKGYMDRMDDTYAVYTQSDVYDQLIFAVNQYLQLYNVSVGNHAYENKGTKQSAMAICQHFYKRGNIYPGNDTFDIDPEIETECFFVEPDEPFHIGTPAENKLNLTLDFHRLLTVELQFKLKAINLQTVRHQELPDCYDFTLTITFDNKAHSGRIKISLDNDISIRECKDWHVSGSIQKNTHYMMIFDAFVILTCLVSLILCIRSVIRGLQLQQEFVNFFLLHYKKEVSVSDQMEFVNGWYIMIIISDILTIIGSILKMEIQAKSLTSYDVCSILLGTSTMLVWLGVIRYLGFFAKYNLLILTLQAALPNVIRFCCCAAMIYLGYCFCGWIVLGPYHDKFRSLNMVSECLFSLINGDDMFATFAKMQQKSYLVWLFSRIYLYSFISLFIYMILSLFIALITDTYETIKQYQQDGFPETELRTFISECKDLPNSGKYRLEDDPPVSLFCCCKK
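Test system – HEK293 line with stable expression of human TRPML3-YFP channel · Control set – carbachol 87 µM final as high control (100%), DMSO as low control (0%) · Signal – Fluo-8 calcium dye fluorescence, ex 470-495, em 515-575 nm · Incubation – 1-h 37 °C dye load, 5-s basal, 120-s post-compound reads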
PPC-1+TRAIL kill – PPC-1 cancer cell killing with TRAIL present. cell killing (% activity), % at 4 µM. PPC-1 cells + TRAIL, ATPLite viability luminescence. hit rate 0.41% among 220,000;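 active = cell killing above 50% in the first pass at 4 µM, then a duplicate retest at 5 µM averaging 50% or more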;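 also: plate controls were cells with TRAIL plus DMSO for no effect and medium-only wells lacking cells for full effect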
CHOP inhibitor – CHOP inhibition in unfolded protein response. CHO-K1 CHOP-promoter luciferase, tunicamycin-induced, 15-18 h. inhibition, % at 10 µM. hit rate 3.8% among 220,000;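 active = compounds that reduced the stress-induced luciferase reporter signal by more than about 70% of percent inhibition, limit read from the data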;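 also: 0% = tunicamycin plus vehicle and 100% = wells without tunicamycin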
TRPN1 ag – activates the zebrafish TRPN1 channel. HEK293 zebrafish TRPN1-YFP, Fluo-8 calcium fluorescence; 100% = response to 87 µM carbachol. activation, % at 3 µM. hit rate 0.18% among 220,000;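 active = activation above its plate's cutoff, the mean activation of test wells on that plate plus 3 SD, cut at about 19% in these data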;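 also: 0% = DMSO alone and 100% = 87 µM carbachol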
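System: zebrafish TRPN1-YFP in HEK293 cells / Dosing: 3 µM single point / Timing: dye loading 1 h at 37 °C, then 30 min room temperature / Signal: Fluo-8 calcium fluorescence, excitation 470-495 nm, emission 515-575 nm / Read-out basis: percent activation from peak over basal fluorescence ratio, control-normalized / Control set: high carbachol 87 µM, low DMSO alone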
NPY-Y1 PAM-ag – human NPY-Y1 potentiation or agonism, primary screen; NPY-Y1 expressing cells, potentiator/agonist activation; activation, % at 3.6 µM; P25929; hit rate 0.37% among 220,000; in the data active = activation above about 33%, passing the limit was not always enough;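 also: cells stimulated with NPY at EC10 then isoproterenol at EC100; 0% = low agonist plus stimulus and 100% = saturating agonist plus stimulus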
NPY-Y1 antag – antagonists of human neuropeptide Y receptor Y1 | P25929 | HEK293-CNG Y1 cells, membrane potential fluorescence; NPY at EC95, then isoproterenol | inhibition, % at 3.6 µM | hit rate 1% among 200,000 | AID 1040;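 active = inhibition above the campaign mean inhibition of all tested compounds plus 3 SD, cut at about 20% in these data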;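 also: 0% = DMSO wells given NPY plus isoproterenol and 100% = isoproterenol alone without NPY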
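Material: HEK293 Y1/CNG channel cell line | Also added: NPY (25 nM), isoproterenol (1 µM), Ro 20-1724 (25 µM) | Compound: One concentration, 3.6 µM, in 0.4% DMSO | Schedule: 3 h dye uptake, 1 h room-temperature compound, 45 min post-isoproterenol | Signal: Membrane-potential fluorescent dye readout | Read-out: % inhibition of NPY effect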
PGE2 EP2 inh – inhibitors of human EP2 prostaglandin E2 receptor; P43116; C6 glioma cells expressing human EP2, cAMP TR-FRET; cells stimulated with saturating PGE2; inhibition, % at 25 µM; hit rate 0.52% among 260,000;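 active = percent inhibition above 40 after rounding to a whole number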;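 also: rat C6 glioma host cells with rolipram phosphodiesterase inhibitor present; the protocol text gives 20 µM as final concentration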
Starred values were filed as active, the others as inactive; & = joins results of further samples; [ ] = dose if it differs, or a comment. This is a subset; rates above refer to the full screens.

`CCCC1(CCC)C(=O)NC(=Nc2ccccc2)NC1=O` gave 14-3-3 Bad PPI -3, EP2 modulator 7, TRPML3 ag 0.6, PPC-1+TRAIL kill 7, CHOP inhibitor 14, TRPN1 ag -0.4, NPY-Y1 PAM-ag -4, NPY-Y1 antag 6 and PGE2 EP2 inh 2.
Screening CC(C)OC(=O)C1C2c3ccccc3C(c3ccccc32)C1C(=O)O (configuration not stated) returned 14-3-3 Bad PPI -5, EP2 modulator 17, TRPML3 ag 0.7, CHOP inhibitor 19, TRPN1 ag -0.3, NPY-Y1 PAM-ag 8, NPY-Y1 antag 0 and PGE2 EP2 inh 3.
O=C1NC(=O)C2(Cc3ccccc3N3CCCC32)C(=O)N1c1ccc(Cl)cc1 (configuration not stated) was read as 14-3-3 Bad PPI -6, EP2 modulator 25, TRPML3 ag 0.7, PPC-1+TRAIL kill 21, CHOP inhibitor 19, TRPN1 ag -0.1, NPY-Y1 PAM-ag 15, NPY-Y1 antag 2 and PGE2 EP2 inh 16.
Screening CN(C)c1ccc(C(=O)c2ccc(N(C)C)cc2)cc1 returned 14-3-3 Bad PPI -1, EP2 modulator 1, TRPML3 ag 0.7, PPC-1+TRAIL kill 4, CHOP inhibitor 20, TRPN1 ag -0.4, NPY-Y1 PAM-ag -10, NPY-Y1 antag 19 and PGE2 EP2 inh 4.
Screening O=C1CC(c2cccnc2)=NN1c1ccccc1 returned 14-3-3 Bad PPI -14, EP2 modulator -4, TRPML3 ag 0.0, PPC-1+TRAIL kill 11, CHOP inhibitor 12, TRPN1 ag -0.6, NPY-Y1 PAM-ag 7, NPY-Y1 antag 2 and PGE2 EP2 inh 6.
O=c1[nH]c(O)c(N=Nc2ccc3c(c2)OCCO3)c(=O)[nH]1 was read as 14-3-3 Bad PPI -7, EP2 modulator 8, TRPML3 ag 0.3, PPC-1+TRAIL kill 24, CHOP inhibitor -13, TRPN1 ag 0.4, NPY-Y1 PAM-ag -12, NPY-Y1 antag -3 and PGE2 EP2 inh 12.
`c1cncc(C2CC(c3cccs3)n3ncnc3N2)c1` (configuration not stated) gave 14-3-3 Bad PPI 2, EP2 modulator -1, TRPML3 ag 1.2, PPC-1+TRAIL kill 0, CHOP inhibitor -25, TRPN1 ag 3.5, NPY-Y1 PAM-ag 8, NPY-Y1 antag -2 and PGE2 EP2 inh 14.
CN(C)C1(c2nnnn2-c2ccc(Cl)cc2)CCCCC1 was read as 14-3-3 Bad PPI 7, EP2 modulator 8, TRPML3 ag 0.0, PPC-1+TRAIL kill 0, CHOP inhibitor 62, TRPN1 ag -1.7, NPY-Y1 PAM-ag 1, NPY-Y1 antag 11 and PGE2 EP2 inh 10.
CCCCn1c(=O)c(C(=O)NCc2ccco2)c(O)c2ccccc21 was read as 14-3-3 Bad PPI -1, EP2 modulator 67*, TRPML3 ag 1.1, PPC-1+TRAIL kill -1, CHOP inhibitor 36, TRPN1 ag 1.9, NPY-Y1 PAM-ag 2, NPY-Y1 antag -3 and PGE2 EP2 inh 5.
For CCCCCCCSc1cc(OC)c(CCNC)cc1OC the results were 14-3-3 Bad PPI 6, EP2 modulator 5, TRPML3 ag 1.2, PPC-1+TRAIL kill -16, CHOP inhibitor 100*, TRPN1 ag 3.0, NPY-Y1 PAM-ag -13, NPY-Y1 antag 3 and PGE2 EP2 inh 21.
Screening CCOC(=O)C(NC(C)=O)C(OC(C)=O)c1cccc(N(CCCl)CCCl)c1 (configuration not stated) returned 14-3-3 Bad PPI -3, EP2 modulator 20, TRPML3 ag 0.5, PPC-1+TRAIL kill -10, CHOP inhibitor 23, TRPN1 ag 0.6, NPY-Y1 PAM-ag 8, NPY-Y1 antag 2 and PGE2 EP2 inh 8.
Cc1cccnc1NC1=NCC(C)S1 (configuration not stated) was read as 14-3-3 Bad PPI 8[fluorescence artefact?], EP2 modulator 9, TRPML3 ag 0.7, PPC-1+TRAIL kill 18, CHOP inhibitor 9, TRPN1 ag -0.5, NPY-Y1 PAM-ag -21, NPY-Y1 antag -2 and PGE2 EP2 inh 10.
Screening O/N=C/c1c[nH]c2ccccc12 returned 14-3-3 Bad PPI 3[fluorescence artefact?], EP2 modulator 45, TRPML3 ag 0.4, PPC-1+TRAIL kill 10, CHOP inhibitor 21, TRPN1 ag 0.9, NPY-Y1 PAM-ag -10, NPY-Y1 antag 3 and PGE2 EP2 inh 16.
For CCCC1C(C#N)=C(N)Oc2c1c(=O)oc1ccccc21 (configuration not stated) the results were 14-3-3 Bad PPI -1, EP2 modulator -39&8, TRPML3 ag 0.6, PPC-1+TRAIL kill 11, CHOP inhibitor 31, TRPN1 ag 0.3, NPY-Y1 PAM-ag -3, NPY-Y1 antag -1 and PGE2 EP2 inh 8&12.
O=C1CC(=O)N(c2ccc(Cl)cc2Cl)C(=O)N1 was read as 14-3-3 Bad PPI 36[fluorescence artefact?], EP2 modulator 28, TRPML3 ag 0.8, PPC-1+TRAIL kill -5, CHOP inhibitor 5, TRPN1 ag 1.5, NPY-Y1 PAM-ag -2, NPY-Y1 antag -1 and PGE2 EP2 inh 9.
O=C1CN=C(c2ccccc2F)c2cc(Cl)ccc2N1 was read as 14-3-3 Bad PPI -6, EP2 modulator 10, TRPML3 ag 0.2, PPC-1+TRAIL kill 17, CHOP inhibitor 18, TRPN1 ag 0.2, NPY-Y1 PAM-ag 15, NPY-Y1 antag 0 and PGE2 EP2 inh 19.
Screening Cc1ccc(CS(=O)(=O)Cc2ccc(C(=O)N3CCC4(CC3)OCCO4)o2)cc1 returned 14-3-3 Bad PPI 9, EP2 modulator 13, TRPML3 ag 0.8, PPC-1+TRAIL kill 25, CHOP inhibitor 58, TRPN1 ag -0.1, NPY-Y1 PAM-ag -3, NPY-Y1 antag 5 and PGE2 EP2 inh 4.
For CSc1ccccc1C(=O)C1CCCN(Cc2ccccn2)C1 (configuration not stated) the results were 14-3-3 Bad PPI -9, EP2 modulator -1, TRPML3 ag 0.6, PPC-1+TRAIL kill 9, CHOP inhibitor 15, TRPN1 ag -1.3, NPY-Y1 PAM-ag 5, NPY-Y1 antag 3 and PGE2 EP2 inh 4.
For Cc1ccccc1-n1c(O)c(/C=N/NC(=O)c2ccncc2)c(=O)[nH]c1=O the results were 14-3-3 Bad PPI 1, EP2 modulator 20, TRPML3 ag 1.1, PPC-1+TRAIL kill 6, CHOP inhibitor -8, TRPN1 ag 1.8, NPY-Y1 PAM-ag 17 and PGE2 EP2 inh 4.
For C=CCn1c(O)c(C(CC)=NCCc2c[nH]c3ccccc23)c(=O)[nH]c1=O the results were 14-3-3 Bad PPI -2, EP2 modulator -24, TRPML3 ag 1.3, PPC-1+TRAIL kill -4, CHOP inhibitor 24, TRPN1 ag 2.9, NPY-Y1 PAM-ag -24 and PGE2 EP2 inh 13.
Screening Clc1cccc(CN2CCCCC2c2cccnc2)c1 (configuration not stated) returned TRPML3 ag -0.7, PPC-1+TRAIL kill 16, TRPN1 ag -0.7, NPY-Y1 PAM-ag 6, NPY-Y1 antag -1 and PGE2 EP2 inh 8.
`COC(=O)C(C)Oc1cc(C)cc2oc(=O)c3c(c12)CCC3` (configuration not stated) gave 14-3-3 Bad PPI 6, EP2 modulator 31, TRPML3 ag -1.9, PPC-1+TRAIL kill 6, CHOP inhibitor 2, TRPN1 ag -2.2, NPY-Y1 PAM-ag -14, NPY-Y1 antag 3 and PGE2 EP2 inh 7.
Screening O=C1NC2NC(=O)N([N+](=O)[O-])C2N1 (configuration not stated) returned 14-3-3 Bad PPI -4, EP2 modulator -24, TRPML3 ag 0.9, PPC-1+TRAIL kill 16, CHOP inhibitor 6, TRPN1 ag -0.3, NPY-Y1 PAM-ag 3 and PGE2 EP2 inh -4.
CC[C@@]1(O)C(=O)OCc2c1cc1n(c2=O)Cc2cc3c(NC(=O)CN)cccc3nc2-1 was read as 14-3-3 Bad PPI 3, EP2 modulator 2&30, TRPML3 ag 1.7, PPC-1+TRAIL kill 12, CHOP inhibitor 36, TRPN1 ag -1.0, NPY-Y1 PAM-ag 20 and PGE2 EP2 inh 5&38.
CC(=O)Nc1ccc2c(c1)CC1(C(=O)N(C)C(=O)N(C)C1=O)C1CCCN21 (configuration not stated) was read as 14-3-3 Bad PPI -11, EP2 modulator 7, TRPML3 ag 0.2, PPC-1+TRAIL kill 7, CHOP inhibitor 4, TRPN1 ag -0.4, NPY-Y1 PAM-ag 0, NPY-Y1 antag 4 and PGE2 EP2 inh 8.
Screening O=C(c1c[nH]cc1-c1ccccc1)c1cccc2ccccc12 returned 14-3-3 Bad PPI -16, EP2 modulator 37, TRPML3 ag 0.1, PPC-1+TRAIL kill 8, CHOP inhibitor 21, TRPN1 ag -1.7, NPY-Y1 PAM-ag 17, NPY-Y1 antag 3 and PGE2 EP2 inh 8.
For COc1cc(/C=C2\C(=O)NC(=O)N(c3ccccc3)C2=O)c([N+](=O)[O-])cc1OC the results were 14-3-3 Bad PPI -3, EP2 modulator -23, TRPML3 ag 0.8, PPC-1+TRAIL kill 42, CHOP inhibitor 16, TRPN1 ag 0.8, NPY-Y1 PAM-ag -17, NPY-Y1 antag 2 and PGE2 EP2 inh 6.
COc1cccc(-n2c(CN3CCN(C)CC3)nc3ccc([N+](=O)[O-])cc3c2=O)c1 was read as 14-3-3 Bad PPI 16, EP2 modulator -8, TRPML3 ag 0.0, PPC-1+TRAIL kill 17, CHOP inhibitor 8, TRPN1 ag -1.4, NPY-Y1 PAM-ag 18, NPY-Y1 antag 3 and PGE2 EP2 inh 5.

Reprinted at random: 3 records from the list
Screening O=C1NC2NC(=O)N([N+](=O)[O-])C2N1 (configuration not stated) returned 14-3-3 Bad PPI -4, EP2 modulator -24, TRPML3 ag 0.9, PPC-1+TRAIL kill 16, CHOP inhibitor 6, TRPN1 ag -0.3, NPY-Y1 PAM-ag 3 and PGE2 EP2 inh -4.
`COC(=O)C(C)Oc1cc(C)cc2oc(=O)c3c(c12)CCC3` (configuration not stated) gave 14-3-3 Bad PPI 6, EP2 modulator 31, TRPML3 ag -1.9, PPC-1+TRAIL kill 6, CHOP inhibitor 2, TRPN1 ag -2.2, NPY-Y1 PAM-ag -14, NPY-Y1 antag 3 and PGE2 EP2 inh 7.
COc1cccc(-n2c(CN3CCN(C)CC3)nc3ccc([N+](=O)[O-])cc3c2=O)c1 was read as 14-3-3 Bad PPI 16, EP2 modulator -8, TRPML3 ag 0.0, PPC-1+TRAIL kill 17, CHOP inhibitor 8, TRPN1 ag -1.4, NPY-Y1 PAM-ag 18, NPY-Y1 antag 3 and PGE2 EP2 inh 5.

High-throughput results as filed in PubChem.
